V1aR counter: V1a receptor agonism, counter-screen for OXTR agonists | P37288 | CHO-V1R cells, Fluo-8 calcium fluorescence, agonist mode; 0% DMSO, 100% 3 nM vasopressin | activation, % at 3 µM | 0.25% of 320,000 active;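 active = activation above the mean activation of all tested compounds plus 3 SD, per screening run, cut at about 20% in these data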;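 note: signal is peak over basal fluorescence ratio across a 100 second FLIPR read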
Target sequence (P37288 whole entry, looked up): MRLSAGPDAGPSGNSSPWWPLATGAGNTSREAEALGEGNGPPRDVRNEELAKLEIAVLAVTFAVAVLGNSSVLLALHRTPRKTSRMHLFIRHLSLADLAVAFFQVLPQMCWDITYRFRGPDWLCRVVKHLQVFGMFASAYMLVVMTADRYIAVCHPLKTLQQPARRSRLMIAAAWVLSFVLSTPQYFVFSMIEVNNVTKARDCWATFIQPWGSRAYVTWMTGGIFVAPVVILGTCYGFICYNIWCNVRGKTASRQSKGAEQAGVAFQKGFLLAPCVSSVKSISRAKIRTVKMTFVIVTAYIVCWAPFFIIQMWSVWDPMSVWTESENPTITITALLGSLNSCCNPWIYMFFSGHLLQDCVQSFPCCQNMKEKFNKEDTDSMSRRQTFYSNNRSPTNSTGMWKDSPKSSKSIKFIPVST
OXTR agonist: human OXTR agonism; P30559; CHO-OTR cells, Fluo-8 calcium fluorescence; normalized: DMSO 0%, oxytocin 100%; activation, % at 3 µM; 0.32% of 320,000 active; AID 2435;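 active = activation above the mean of all tested compounds plus 3 SD, cutoff set per screening run, cut at about 20% in these data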;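 note: peak over basal fluorescence ratio from a 100 s FLIPR kinetic read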
Target sequence (P30559 whole entry, looked up): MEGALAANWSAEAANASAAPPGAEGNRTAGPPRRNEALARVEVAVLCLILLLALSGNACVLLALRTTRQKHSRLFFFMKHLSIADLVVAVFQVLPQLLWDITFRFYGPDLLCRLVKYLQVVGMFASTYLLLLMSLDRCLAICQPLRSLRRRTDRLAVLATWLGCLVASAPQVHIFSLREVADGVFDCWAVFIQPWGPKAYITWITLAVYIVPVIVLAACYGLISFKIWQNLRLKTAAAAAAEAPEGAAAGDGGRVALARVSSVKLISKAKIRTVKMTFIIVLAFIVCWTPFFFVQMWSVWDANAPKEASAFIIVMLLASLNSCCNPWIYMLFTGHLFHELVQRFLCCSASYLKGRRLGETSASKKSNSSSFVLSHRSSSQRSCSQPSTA
GalR3 antagonist: human GalR3 antagonism | O60755 | HEK293 GalR3-CNG cAMP membrane potential fluorescence; galR3 body fused to GalR1 C-terminus | inhibition, % at 3 µM | 0.44% of 360,000 active | AID 651719;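 active = inhibition above the screen-wide average plus 3 SD, cut at about 13% in these data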;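 note: forskolin and galanin both at EC90 stimulate the cells; cAMP rise reported by CNG channel membrane potential dye signal; 0% = forskolin plus galanin with DMSO and 100% = forskolin alone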
Target sequence (O60755 1-299 limits assumed): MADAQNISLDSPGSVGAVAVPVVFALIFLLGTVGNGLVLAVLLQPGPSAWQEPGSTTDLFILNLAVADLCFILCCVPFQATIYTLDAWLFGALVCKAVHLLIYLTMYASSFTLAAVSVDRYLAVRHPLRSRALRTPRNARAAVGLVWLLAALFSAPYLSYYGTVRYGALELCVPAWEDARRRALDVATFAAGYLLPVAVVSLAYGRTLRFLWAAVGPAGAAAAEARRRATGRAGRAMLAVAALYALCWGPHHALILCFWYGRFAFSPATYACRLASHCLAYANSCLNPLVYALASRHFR
* hit, by the source's call; & = joins results of further samples. This is a subset; count on the stated rates, not on these rows.

SMILES	V1aR counter	OXTR agonist	GalR3 antagonist
COc1ccc(C(=O)NCCS(=O)(=O)N(C)Cc2ccccc2)cc1	0.9	-0.1	0
CCOC(=O)c1c(NC(=O)COC(=O)CC(NC(C)=O)c2ccccc2)sc(C(=O)NC)c1C (centres undefined)	-0.8	-1.8	-2
COc1ccc(NC(=O)CC2SC(N3CCOCC3)=NC2=O)cc1OC (centres undefined)	0.8	2.6	-4
COc1ccc(NC(=O)CSc2ccc3c(c2)OCCO3)cc1	1.8	1.5	-7
CN1CCC(N(C)C(=O)c2ccc(Cl)c(S(=O)(=O)N3CCCCC3)c2)CC1	1.2	4.2	0
COc1ccc(CC(=O)OCC(=O)NCc2ccc(F)cc2)cc1	0.9	0.4	-4
O=C(CSc1n[nH]c(-c2ccccc2F)n1)Nc1cc(F)ccc1F	3.3	1.4	-3
O=C(NCCCCNCCCNC(=O)c1ccccc1)c1ccccc1	0.5	1.4	-1
O=C(CCNS(=O)(=O)c1ccccc1F)OCc1ccccc1Cl	7.9	7.1	-2
CC(C(=O)NC(=O)NC1CCCCC1)N(C)CC(=O)Nc1ccc(F)c(F)c1F (centres undefined)	3.3	2.9	-7
O=C(CNc1cc([N+](=O)[O-])ccc1NCCO)Nc1cccc(S(=O)(=O)N2CCCCC2)c1	-1.1	-1.1	-4
Cc1cc(S(=O)(=O)Nc2ccc(C(=O)NCC(c3ccco3)N(C)C)cc2)ccc1F (centres undefined)	-0.3	0.9	-4
O=C(COC(=O)c1cc(Cl)nc(Cl)c1)NCCc1ccc(F)cc1	0.1	-1.3	-3
COc1ccc(/C=C/C(=O)OCC(=O)NC2CCCCCC2)cc1OC	-0.2	-1.0	-7
COCCN(C(=O)CSc1nnc(-c2ccc(C)c(C)c2)o1)c1c(N)n(CC(C)C)c(=O)[nH]c1=O	0.5	-0.4	11
COc1ccc2c3n([n+]([O-])c2c1)CCN=C3c1ccc(C)cc1	-0.2	0.0	-4
Cc1csc2nc(O)c(C(=O)NC3CCCCC3)c(=O)n12	3.2	-2.3	-3
CCOc1ccc(CCNC(=O)COC(=O)/C=C/c2ccccc2OC)cc1OCC	-1.6	-2.9	0
O=C(COC(=O)C12CC3CC(CC(O)(C3)C1)C2)Nc1ccc(Br)cc1F	0.6	-0.5	-5
COc1cc(/C=C/CO)ccc1O[C@@H]1O[C@H](CO)[C@@H](O)[C@H](O)[C@H]1O	0.8	1.4	1
Cc1ccc(N(Cc2ccccc2)C(=O)c2cc(S(=O)(=O)N3CCOCC3)ccc2N2CCCC2)cc1	0.0	-1.9	-3
C=CCOc1ccc(/C=C/C(=O)OCC(=O)NCC(=O)Nc2c(C)cc(C)cc2C)cc1	0.6	0.0	-5
CN(C1CCCCC1)S(=O)(=O)c1ccc(SCC(=O)C(C)(C)C)nc1	8.8	-0.4	1
CCC(CO)Oc1cc(NC(=O)c2cccc(OC)c2)c2ncn(C(C)C)c2c1 (centres undefined)	0.3	-0.9	-4
CS(=O)(=O)c1ccc(-c2nnc(NC(=O)c3cccc(N4C(=O)CCC4=O)c3)o2)cc1	-0.1	0.3	-5
(continued)
SMILES	V1aR counter	OXTR agonist	GalR3 antagonist
Cc1ccc(S(=O)(=O)N(CC(=O)Nc2ccc(C)cc2C)C(=O)N2CCN(C)CC2)cc1	-0.3	0.1	1
CS(=O)(=O)c1ccc(Cl)c(NC(=O)CCN2C(=O)NC3(CCCC3)C2=O)c1	-0.1	-0.9	-2
Cc1cc(C(=O)OCC(=O)NCc2cccs2)ccc1[N+](=O)[O-]	3.1	2.3	-1
Cc1onc(-c2ccccc2Cl)c1C(=O)N(Cc1ccc(N(C)C)cc1)C(C)C	-0.2	-1.8	-5
COc1ccc(C2=NOC(Cn3nc(C(=O)NCc4ccc5c(c4)OCO5)cc3-c3ccccc3)C2)cc1 (centres undefined)	1.6	2.1	-4
CC(OC(=O)c1cccc(S(=O)(=O)N2CCOCC2)c1)C(=O)NC1CCCCC1C (centres undefined)	-0.1	0.6	-5
N#Cc1ccccc1OCC(=O)OCC(=O)c1ccc[nH]1	0.1	-0.8	-5
O=C(Nc1ncccc1O)c1ccc2c(c1)OCO2	0.6	2.1	-2
COc1ccccc1CCNC(=O)CN1C(=O)c2ccccc2S1(=O)=O	-1.2	-0.8	-2
CCOC(=O)N1CCN(C(=O)c2ccc(NS(=O)(=O)c3ccc4[nH]c(=O)[nH]c4c3)cc2)CC1	-0.1	-0.5	-1
COc1ccccc1Nc1cc2cc(Br)ccc2c(=O)[nH]1	1.8	1.3	-2
COc1cccc(NC(=O)CN(C)CC(=O)NCc2ccco2)c1	0.2	-0.3	-5
Cc1cccc(C)c1NC(=O)CNC(=O)Cc1c[nH]c2ccccc12	-0.1	-0.6	-2
O=C(NCc1cccc(Cl)c1)C1=CC=CN2CCS(=O)(=O)N=C12	0.4	0.5	-9
Cc1ccc(C(CNC(=O)c2ccc(Br)o2)N2CCN(C)CC2)cc1 (centres undefined)	0.6	0.9	-3
CCCCn1c(N)c(N(CC(C)C)C(=O)c2cccc(OCc3ccccc3)c2)c(=O)[nH]c1=O	0.5	0.0	-2
Cc1ccc(CSCC(=O)Nc2cc(S(=O)(=O)N3CCOCC3)ccc2OC(C)C)cc1	0.2	-2.7	-6
CCCCn1c(N)c(N(CC(C)C)C(=O)C2CCN(S(=O)(=O)c3ccc(OCC)cc3)CC2)c(=O)[nH]c1=O	-0.3	0.4	-4
O=C(Nc1ccc(Cl)cc1Cl)c1cccc(N2C(=O)C=CC2=O)c1	-1.1	-0.1	8
O=C1C(Cc2ccccc2)Nc2ncnc(N3CCOCC3)c2N1Cc1ccccc1 (centres undefined)	0.7	1.0	0&3
CCOC(=O)c1oc2ccccc2c1COC(=O)C(C)NC(=O)c1ccco1 (centres undefined)	1.2	-0.6	-2
COc1ccc(OC)c(/C=C/C(=O)OCC(=O)NCc2cccs2)c1	-0.8	-2.0	-6
O=C(CCC(=O)c1ccccc1)NCc1cccc(C(F)(F)F)c1	-1.3	-1.0	-8
COc1ccc(NC(=O)COC(=O)CCc2ccc(S(=O)(=O)N3CCOCC3)cc2)cc1Cl	8.4	8.3	-2
CS(=O)(=O)c1ccc2nc(NC(=O)C3CC3)sc2c1	1.8	0.8	-3
The list continues:
SMILES	V1aR counter	OXTR agonist	GalR3 antagonist
Cn1c(=O)n(Cc2ccccc2)c(=O)c2c1nc1n2CCCN1C1CCCCC1	-0.8	-0.5	-4
CCCC1(CCC)NC(=O)N(CC(=O)Nc2ccc3c(c2)OCCO3)C1=O	3.5	1.6	-6
CC1CC(C)CN(C(=O)COC(=O)c2cc3ccccc3oc2=O)C1 (centres undefined)	1.1	0.2	-4
Cc1ccc(C2=CSC3=NCCN23)cc1	-1.4	-0.6	-2
CC(=O)OC(C)(C)/C=C/C(=O)[C@](C)(O)C1[C@H](O)C[C@@]2(C)C3CC=C4C(C=C(O[C@@H]5O[C@H](CO)[C@@H](O)[C@H](O)[C@H]5O)C(=O)C4(C)C)[C@]3(C)C(=O)C[C@]12C (some centres undefined)	1.6	1.1	-3
COc1ccc(COC(=O)c2cc([N+](=O)[O-])ccc2N2CCOCC2)cc1F	0.7	1.6	-11
C=CC[C@@H](CC(=O)OC(C)(C)C)C(=O)OC[C@@H]1CCCN1C(=O)[C@@H](CC=C)CC(=O)N[C@H](CO)Cc1ccccc1	-0.3	-1.8	-7
CN(C)S(=O)(=O)c1ccc2c(c1)C(=O)c1cc(S(=O)(=O)N(C)C)ccc1CC2	3.8	3.2	-10
Cc1ccccc1-n1nnnc1SCC(=O)NC1CC1	0.8	0.5	-6
CC1(C)c2[nH]c3ccccc3c2C[C@@H]2C(=O)N(Cc3ccccc3Cl)C(=O)N21	1.8	2.7	-5
Cc1cc(NC(=O)CSCC(=O)Nc2cc(C(F)(F)F)ccc2N2CCCC2)no1	-1.1	0.2	4
CC(C)COC(=O)N1CCN(S(=O)(=O)c2ccc3c(c2)CCC3)CC1	0.5	-1.4	-2
Cc1c(NS(=O)(=O)c2ccc(C(=O)NCc3ccc(F)cc3)cc2)c(=O)n(-c2ccccc2)n1C	1.1	-0.8	-2
CCOc1ccc(NC(=O)COC(=O)CCN2C(=O)C3CC=CCC3C2=O)cc1OCC (centres undefined)	1.0	-1.3	-5
Cc1cc(C)n2nc(SCC(=O)N3CCC(C)CC3)nc2n1	0.9	-0.1	-3
C=CC[C@H](CC(=O)N(CCO)Cc1ccccc1)C(=O)NC[C@H](OC(=O)[C@@H](CC=C)Cc1ccc(F)cc1)c1ccccc1	4.9	4.5	-8
O=C(CSc1nnc(NC2CCCCC2)s1)N1CCOCC1	0.6	0.8	-4
CCCSc1ccc([C@@H]2[C@@H]3C(=O)N(C)C(=O)[C@@H]3[C@]3(C(=O)OC)CCCCN23)cc1OC	-1.2	-2.3	-3
N#CC1(CCCN2CCCCC2)c2ccccc2CCc2ccccc21	4.0	4.6	-7
COc1ccc([C@H]2CC(=O)C=C(/C=C/c3ccc(C(F)(F)F)cc3)C2)cc1	0.2	0.3	-2
Cc1ccc(C)c(NC(=O)CN(C)C(=O)CSCc2c(C)noc2C)c1	0.2	0.5	0
COc1ccc(NC(=O)CSc2nc(=O)n(CCN3CCOCC3)c3c2CCC3)cc1	-1.0	-0.3	2
COc1ccc(NC(=O)Cn2c(=O)cnc3ccccc32)cc1S(=O)(=O)N1CCCCC1	-0.3	0.4	-2
CCCn1c(N)c(C(=O)CSc2nnc(C3CC3)n2-c2ccccc2)c(=O)[nH]c1=O	0.4	2.0	-3
O=C(COC(=O)c1c[nH]c2ccccc12)NC1CCCC1	0.1	1.0	-5

In a second layout: 6 of the compounds above
Structure,V1aR counter,OXTR agonist,GalR3 antagonist
COc1ccc(COC(=O)c2cc([N+](=O)[O-])ccc2N2CCOCC2)cc1F,0.7,1.6,-11
C=CC[C@@H](CC(=O)OC(C)(C)C)C(=O)OC[C@@H]1CCCN1C(=O)[C@@H](CC=C)CC(=O)N[C@H](CO)Cc1ccccc1,-0.3,-1.8,-7
COc1ccc([C@H]2CC(=O)C=C(/C=C/c3ccc(C(F)(F)F)cc3)C2)cc1,0.2,0.3,-2
C=CC[C@H](CC(=O)N(CCO)Cc1ccccc1)C(=O)NC[C@H](OC(=O)[C@@H](CC=C)Cc1ccc(F)cc1)c1ccccc1,4.9,4.5,-8
COc1ccc(NC(=O)Cn2c(=O)cnc3ccccc32)cc1S(=O)(=O)N1CCCCC1,-0.3,0.4,-2
CCCC1(CCC)NC(=O)N(CC(=O)Nc2ccc3c(c2)OCCO3)C1=O,3.5,1.6,-6

Next results follow:
SMILES	V1aR counter	OXTR agonist	GalR3 antagonist
COc1ccccc1C(=O)NC(=O)COC(=O)c1ccco1	-0.9	-0.9	3
Cc1cccc(NC(=O)CN2CCN(C(=O)C(C)Oc3ccc(C#N)cc3)CC2)c1C (centres undefined)	1.5	1.4	-2
CCOC(=O)c1nn(-c2ccccc2)c(=O)cc1OCC(=O)Nc1cccc(OC)c1	-0.9	-0.5	-2
Cc1ccc(S(=O)(=O)N2CCCCC2CCNC(=O)C(=O)NCc2ccco2)cc1 (centres undefined)	-1.1	-1.6	-8
COc1ccc(S(=O)(=O)Nc2cccc3c2O[C@H](CN(C)C)[C@@H](C)CN([C@H](C)CO)C3=O)cc1	1.1	2.1	-7
COc1cc(/C=C/C(=O)OCC(=O)N2CCC(C)CC2)ccc1OCC#N	0.5	1.5	-6
COc1ccc(C2=CC(=O)C[C@H](c3ccc(F)cc3)C2)cc1F	0.4	-0.3	-6
COc1ccc(S(=O)(=O)N2CCCCC2)cc1NC(=O)COc1ccccc1	0.7	-1.0	-1
NC(=O)C1CCN(c2nc(-c3cccc(N)c3)cs2)CC1	-0.6	-0.3	-2
CN(C)S(=O)(=O)c1ccc(N2CCCC2)c(C(=O)Nc2ccc(C(N)=O)cc2)c1	0.5	1.0	2
O=C(CN1CCN(c2ccccc2O)CC1)Nc1ccccc1C(=O)NCCc1ccccc1	14	0.1	11
O=C(NCc1ccccc1)C1(C(F)(F)F)C/C(=C/CCO)CCCO1 (centres undefined)	-0.2	0.4	-10
O=C(CCC(=O)N1CCN(c2ccccn2)CC1)c1cccs1	0.7	1.1	-5
CCN(CC(=O)NC1CCS(=O)(=O)C1)S(=O)(=O)c1cc([N+](=O)[O-])ccc1C (centres undefined)	0.5	0.1	0
NC(=O)c1ccc(SCC(=O)OCC(=O)NCC2CCCCC2)c([N+](=O)[O-])c1	-0.5	-0.6	-2
COCCCN(C(=O)C1CCC1)c1c(N)n(Cc2ccccc2)c(=O)[nH]c1=O	-0.1	-0.6	-3
CCN1C(=O)[C@@H]2[C@@H](c3ccc(-c4ccc(OC)cc4)c(OC)c3)N3CCC[C@@]3(C(=O)OC)[C@@H]2C1=O	0.2	-1.6	-6
COc1ccc(C(=O)NCc2ccco2)cc1S(=O)(=O)NC1CC1	0.2	1.2	1
COc1ccc(-c2cc(C(=O)NNC(=O)c3csc(N4CCOCC4)n3)c3ccccc3n2)cc1	0.8	-0.2	6
COc1cccc(C(=O)Nc2cccc(-c3nnc(-c4ccccc4)o3)c2)c1	1.5	-0.5	2
Cc1cc(Cl)ccc1OC(C)C(=O)OCC(=O)c1ccc[nH]1 (centres undefined)	-0.3	-1.7	-4

Filtered by structure, the entries above containing a cyano group
SMILES	V1aR counter	OXTR agonist	GalR3 antagonist
N#Cc1ccccc1OCC(=O)OCC(=O)c1ccc[nH]1	0.1	-0.8	-5
N#CC1(CCCN2CCCCC2)c2ccccc2CCc2ccccc21	4.0	4.6	-7
Cc1cccc(NC(=O)CN2CCN(C(=O)C(C)Oc3ccc(C#N)cc3)CC2)c1C (centres undefined)	1.5	1.4	-2
COc1cc(/C=C/C(=O)OCC(=O)N2CCC(C)CC2)ccc1OCC#N	0.5	1.5	-6
